From PubChem
aDG glyco act: alpha-DG glycosylation activation; Pro5-aDG cells, alpha-DG glycosylation AlphaScreen (IIH6); 0% Pro5, 100% B10-LARGE cell signal; activation, % at 10 µM; 0.22% of 360,000 active; AID 624168;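 active means activation of at least 8% versus controls, or a plate z-score of at least 8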;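 further: Pro5 are CHO cells carrying HIG-tagged alpha-DG that lacks glycosylation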
hiPSC survival: enhancers of human iPSC single-cell survival. hiPSC single-cell survival, ATPlite luminescence; 100% = ROCK inhibitor wells, 0% = DMSO. AID 602274. survival enhancement, % at 20 µM. 0.044% of 360,000 active; in the data active means survival enhancement above about 18%;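 further: cells exposed to compounds for 16 hours before the ATP read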
Peg3 promoter: inhibitors of Peg3 promoter | HeLa PEG-Prom luciferase reporter, luminescence, overnight | inhibition, % at 20 µM | AID 588405 | 1.7% of 360,000 active;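 active means inhibition of at least 50% at 20 µM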
CF NFkB inh: cystic fibrosis NF-kB activation inhibition; KKLEB NF-kB-GFP reporter, PAF-induced, GFP fluorescence overnight; 0.86% of 360,000 active; AID 588850; inhibition, % at 5 µM;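 active means at least 50% inhibition at 5 µM, scaled per plate between neutral and stimulator controls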;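 further: PAF is a Pseudomonas aeruginosa culture filtrate used as stimulus; plate controls were PAF-stimulated DMSO wells for no effect and unstimulated DMSO wells for full effect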
NR2E3 ag-1: activates human photoreceptor nuclear receptor NR2E3; GST-NR2E3/biotin-RetCOR TR-FRET, 1536-well; AID 2300; Q9Y5X4; inhibition of corepressor binding, % at 4.78 µM; 0.12% of 320,000 active;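 active means percent inhibition above the cutoff of mean plus 3 SD of all tested compounds, set per screening campaign, cut at about 20% in these data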;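 further: 0% = DMSO wells and 100% = biotin wells as full block of FRET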
Target sequence (Q9Y5X4 whole entry, looked up): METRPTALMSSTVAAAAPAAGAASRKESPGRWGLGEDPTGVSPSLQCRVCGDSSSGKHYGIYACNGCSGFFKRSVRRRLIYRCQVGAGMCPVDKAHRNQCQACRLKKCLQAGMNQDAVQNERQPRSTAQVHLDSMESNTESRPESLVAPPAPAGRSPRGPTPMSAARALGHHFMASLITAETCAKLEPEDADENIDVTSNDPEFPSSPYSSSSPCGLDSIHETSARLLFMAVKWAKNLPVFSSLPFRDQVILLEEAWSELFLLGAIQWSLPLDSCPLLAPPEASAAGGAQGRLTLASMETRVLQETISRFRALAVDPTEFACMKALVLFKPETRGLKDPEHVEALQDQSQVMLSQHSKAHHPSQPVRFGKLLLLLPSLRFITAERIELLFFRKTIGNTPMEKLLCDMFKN
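Material: NR2E3–RetCOR corepressor complex | Quantity: 1.35 nM GST-tagged NR2E3 final | Schedule: 5 h at 4 °C | Replication: Singlicate compound wells | Reagent: RetCOR corepressor, biotinylated, 7 nM | Controls: Biotin wells as high control, 0.6% DMSO wells as low control | Signal: TR-FRET, Eu(K)-anti-GST donor, streptavidin-D2 acceptor, ex 340, em 617/671 nm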
NR2E3 ag-2: human photoreceptor-specific nuclear receptor agonism; CHO-S Gal4-NCOR/VP16-NR2E3 two-hybrid, luciferase; 0.35% of 360,000 active; AID 602229; inhibition of corepressor binding, % at 3.98 µM;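 active means inhibition above the mean of all tested compounds plus 3 SD, cut at about 70% in these data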;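 further: 0% = DMSO with NR2E3 transfected cells and 100% = cells lacking NR2E3 construct; higher means lower luciferase signal from less NR2E3 corepressor binding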
KKLEB tox: counter-screen for CF NF-kB inhibitors: cytotoxicity | activity change (cytotoxicity), % at 5 µM | AID 602141 | KKLEB CF airway cells viability, ATPlite luminescence, overnight; active compounds read low; cells stimulated with P. aeruginosa culture filtrate | 0.36% of 360,000 active;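 active means corrected activity change at or below -50% at 5 µM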
TRPM1 prom inh: reduces MITF-dependent TRPM1 promoter luciferase signal. SK-MEL-5 TRPM1 promoter luciferase, 24 h. 0.83% of 330,000 active. inhibition, % at 12.5 µM;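 active means mean inhibition across replicates of 60% or more, whatever share of single replicates reaches that level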; further: values of inactives mirror those of a sister screen read the other way
HIF-2a inh: inhibitors of HIF-2a; 786-0 RCC cells HIF-2a reporter, luciferase luminescence, overnight; inhibition, % at 18.8 µM; 0.72% of 360,000 active;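 active means inhibition of the luminescence signal of 40% or more relative to plate controls, in a single-dose primary screen at 18.75 µM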
TWEAK Fn14 block: TWEAK-Fn14 signaling inhibition | TWEAK-stimulated Fn14 reporter cells, luciferase luminescence, 8 h | inhibition, % at 10 µM | 2% of 360,000 active | AID 1159606; in the data active means inhibition above about 50%
Shn3 inh set2: reduces Shn3 3'UTR luciferase signal in osteoblasts; Clone20 osteoblast Shn3 3'UTR firefly luciferase, 24 h; inhibition, % at 12.5 µM; 0.52% of 360,000 active;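 active means mean inhibition of at least 75% with every replicate also reaching 75%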;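 further: 0% = median of neutral control wells and 100% = pilot-screen positive control compound; some compounds past the cut are filed as inactive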
* marks the source's active call; other numbers are inactive results; x = no result given.

#1 COc1ccc(-c2csc(NC(=O)CN3C(=O)NC4(CCCC4)C3=O)n2)cc1
#2 Nc1ccc2c(c1)Cc1cc(N)c(Cl)cc1-2
#3 O=C(Cc1ccccc1Cl)NCc1cccnc1
#4 Cc1ccc(CNC(=O)C2CCCN(S(=O)(=O)c3ccc(F)cc3)C2)cc1 (centres undefined)
#5 COc1ccccc1S(=O)(=O)CC(O)COc1ccc(F)cc1Cl (centres undefined)
#6 CCCC(=O)Nc1nc(-c2ccc(Cl)s2)cs1
#7 CCOC(=O)c1c[nH]c2c(C)ccc(Cl)c2c1=O
#8 CCOc1ccccc1NC(=O)c1nc[nH]c1C(=O)Nc1ccccc1OCC

assay / entry	1	2	3	4	5	6	7	8
aDG glyco act	0.2	1.7	0.1	0.5	0.2	0.3	-0.2	-0.5
hiPSC survival	1.2	0.8	-0.5	-0.2	1.6	0.9	-2.6	4.2
Peg3 promoter	-45	-248	6	12	20	-66	-3	22
CF NFkB inh	-25	-22	11	2	4	-14	-16	16
NR2E3 ag-1	4	x	3	x	3	0	-2	2
NR2E3 ag-2	8	-78	5	3	-2	-7	-49	-16
KKLEB tox	7	6	3	4	0	2	2	-13
TRPM1 prom inh	-5	-35	9	9	-9	-12	3	13
HIF-2a inh	-7	-202	9	6	16	-148	-12	6
TWEAK Fn14 block	-1	-8	-2	4	6	10	-39	19
Shn3 inh set2	-30	-110	22	18	-4	13	-7	18

#9 COc1ccccc1C(=O)Nc1ccc(C(=O)c2ccccc2)cc1
#10 C[C@H](NC(=O)c1nc[nH]c1C(=O)N[C@@H](CCCCN)C(=O)OC(C)(C)C)C(=O)OCc1ccccc1
#11 CCc1ccc(N(C(=O)CNC(=O)c2cccs2)C(C(=O)NC(C)(C)C)c2cc(OC)c(OC)c(OC)c2)cc1 (centres undefined)
#12 Cc1ccc(NC(=O)C2C(C(=O)O)C3C=CC2C32CC2)cc1 (centres undefined)
#13 CCCCn1nnc(NC(=O)c2ccc(-c3ccccc3[N+](=O)[O-])o2)n1
#14 Fc1ccc(CNc2ncnc3cc(Cl)ccc23)cc1
#15 COC(=O)c1ccc(CN=C(NS(=O)(=O)c2ccccc2)c2ccccc2)cc1
#16 Cc1nc(NCCc2cnc[nH]2)c2oc3ccccc3c2n1

assay / entry	9	10	11	12	13	14	15	16
aDG glyco act	-0.1	-0.1	-0.2	-0.2	0.1	1.6	0.4	0.1
hiPSC survival	0.9	0.0	-1.4	-1.1	-0.4	-0.6	2.5	-2.1
Peg3 promoter	-60	-19	-3	-7	-85	21	0	12
CF NFkB inh	-11	2	1	15	4	23	12	-17
NR2E3 ag-1	5	x	4	-2	-1	1	x	1
NR2E3 ag-2	-51	6	-11	3	-27	-6	22	-18
KKLEB tox	9	8	4	-2	-10	-9	-3	-7
TRPM1 prom inh	-23	-17	2	-8	-37	18	2	-2
HIF-2a inh	-104	10	-5	-14	-151	16	15	-6
TWEAK Fn14 block	-5	-2	6	-3	-2	3	5	-11
Shn3 inh set2	-21	6	0	-3	-44	73	9	-13

5 entries already listed, arranged by SMILES length, descending.
#10 C[C@H](NC(=O)c1nc[nH]c1C(=O)N[C@@H](CCCCN)C(=O)OC(C)(C)C)C(=O)OCc1ccccc1
#11 CCc1ccc(N(C(=O)CNC(=O)c2cccs2)C(C(=O)NC(C)(C)C)c2cc(OC)c(OC)c(OC)c2)cc1 (centres undefined)
#12 Cc1ccc(NC(=O)C2C(C(=O)O)C3C=CC2C32CC2)cc1 (centres undefined)
#9 COc1ccccc1C(=O)Nc1ccc(C(=O)c2ccccc2)cc1
#16 Cc1nc(NCCc2cnc[nH]2)c2oc3ccccc3c2n1

assay / entry	10	11	12	9	16
aDG glyco act	-0.1	-0.2	-0.2	-0.1	0.1
hiPSC survival	0.0	-1.4	-1.1	0.9	-2.1
Peg3 promoter	-19	-3	-7	-60	12
CF NFkB inh	2	1	15	-11	-17
NR2E3 ag-1	x	4	-2	5	1
NR2E3 ag-2	6	-11	3	-51	-18
KKLEB tox	8	4	-2	9	-7
TRPM1 prom inh	-17	2	-8	-23	-2
HIF-2a inh	10	-5	-14	-104	-6
TWEAK Fn14 block	-2	6	-3	-5	-11
Shn3 inh set2	6	0	-3	-21	-13

(further entries)
#17 CC(NS(=O)(=O)c1ccc(Cl)cc1)C(=O)Nc1ccc2c(c1)OCCO2 (centres undefined)
#18 Cc1cc(Cl)ccc1NC(=O)CN1CCC(C(O)(c2ccccc2)c2ccccc2)CC1
#19 CCCCC(=O)Nc1ccc(C(=O)N2CCC(C(=O)OCC)CC2)cc1
#20 CC1CCCC(NC(=O)CN2C(=O)NC(C)(c3ccccc3)C2=O)C1C (centres undefined)
#21 O=C(Nc1ccc(N2CCCCC2)c(Cl)c1)c1ccc(N2CCOCC2)c([N+](=O)[O-])c1
#22 COc1ccc(N2CCN(C(=O)c3cc4c(s3)-c3ccccc3OC4)CC2)cc1
#23 O=C(Cc1ccccc1)NNC(=O)C1CCCC1
#24 CC(C)(C)C(=O)NC1CCN(S(=O)(=O)c2ccc(C(F)(F)F)cc2)CC1

assay / entry	17	18	19	20	21	22	23	24
aDG glyco act	0.0	1.0	-0.4	0.0	0.9	0.3	-0.2	0.1
hiPSC survival	-0.6	0.9	2.2	0.2	1.3	0.3	-2.0	2.4
Peg3 promoter	8	-126	-3	-3	8	13	-9	3
CF NFkB inh	15	2	14	0	10	14	2	-1
NR2E3 ag-1	-5	0	5	x	-1	7	2	2
NR2E3 ag-2	-1	-16	4	-2	-21	-24	-12	-1
KKLEB tox	2	-16	2	7	-10	11	-2	0
TRPM1 prom inh	-5	-61	-2	-1	4	x	9	-1
HIF-2a inh	10	-24	-3	13	4	14	6	9
TWEAK Fn14 block	33	13	-4	10	14	-32	13	0
Shn3 inh set2	1	6	5	13	45	-2	1	-30

#25 Cc1sc2nc(COC(=O)c3cccc(S(=O)(=O)N(C)c4ccccc4)c3)[nH]c(=O)c2c1C
#26 O=C(Nc1cccc(C(F)(F)F)c1)c1cccc(NS(=O)(=O)c2ccc(O)c(C(=O)O)c2)c1
#27 CCOC(=O)N1CCC(N(CCN(C)C)C(=S)Nc2ccc(F)c(Cl)c2)CC1
#28 CCN(C[C@H]1N[C@@](C)(C(=O)OC)[C@H]2C(=O)N(Cc3ccccc3)C(=O)[C@@H]12)S(=O)(=O)c1ccc(OC)cc1
#29 CCCS(=O)(=O)NC(=O)C1(C)CCCN(C(=O)c2cc(F)ccc2C)C1 (centres undefined)
#30 O=C(CSc1nnc(-c2c[nH]c3ccccc23)o1)N1CCCCC1
#31 Cc1c([N+](=O)[O-])c([N+](=O)[O-])nn1CC(=O)NCc1cccnc1
#32 O=c1oc2ccccc2cc1-c1nc(-c2cccs2)cs1

assay / entry	25	26	27	28	29	30	31	32
aDG glyco act	-0.1	-0.1	0.1	-0.1	-0.2	0.2	0.6	-0.2
hiPSC survival	-0.8	-0.5	0.9	0.8	0.7	-0.7	-0.9	0.9
Peg3 promoter	5	8	15	5	-2	-190	13	-117
CF NFkB inh	-16	12	2	-7	-6	-32	11	-12
NR2E3 ag-1	2	-1	0	x	x	2	1	3
NR2E3 ag-2	20	-55	-18	-5	-15	-85	-6	-67
KKLEB tox	4	-30	6	7	-17	23	0	10
TRPM1 prom inh	-9	8	5	2	x	-28	7	-4
HIF-2a inh	-1	15	7	11	1	-176	-5	-173
TWEAK Fn14 block	-34	16	1	1	1	-14	0	8
Shn3 inh set2	7	5	18	-25	6	-28	8	-38

#33 Fc1ccccc1N1CCN(CCCNc2ccc3nncn3n2)CC1
#34 CN1C(=O)NC(NC(=O)C2CCCCC2)(C(F)(F)F)C1=O (centres undefined)
#35 O=C(O)c1cc(-c2ccc(Cl)cc2)n(-c2ccccc2)n1
#36 Cc1ccc(C2N(c3ccc(F)cc3)C(=O)C3CCCN32)cc1 (centres undefined)
#37 COc1cc(C(=O)NNC(=O)C2CC2)cc(OC)c1OC
#38 CCOC(=O)C(CC)(CC)C(=O)/C=C/c1cccc(Br)c1
#39 CCN(c1ccccc1)S(=O)(=O)c1ccc(Cl)c(NC(=O)CSc2nncs2)c1
#40 O=C(Nn1cnnc1)c1ccccc1F

assay / entry	33	34	35	36	37	38	39	40
aDG glyco act	-0.2	0.1	-0.6	2.5	0.0	-0.6	-0.2	0.1
hiPSC survival	8.1	3.5	-0.9	-0.7	0.8	-3.6	0.0	-0.3
Peg3 promoter	20	1	7	-1	-3	109*	25	6
CF NFkB inh	-16	-15	12	-30	11	24	0	12
NR2E3 ag-1	3	-3	4	-1	-1	1	-7	1
NR2E3 ag-2	22	-5	-7	-1	-26	-19	-8	-25
KKLEB tox	-2	-4	-17	1	5	1	-1	3
TRPM1 prom inh	10	12	5	-20	3	30	15	-7
HIF-2a inh	4	21	9	14	11	87*	28	8
TWEAK Fn14 block	-17	7	-5	4	7	59*	-9	10
Shn3 inh set2	16	-6	2	13	1	73	-8	-3

#41 CSCCCNC(=O)c1ccccc1OC1CCN(S(C)(=O)=O)CC1
#42 O=C(c1ccoc1)N1CCC2(CC1)Oc1ccc(Cl)cc1C(=O)C21CC(c2ccccc2)=NO1 (centres undefined)
#43 C=C(C)Cn1c(N2CCN(c3ccc(OC)cc3)CC2)nc2c1c(=O)n(C)c(=O)n2C
#44 CC(=O)Nc1ccc(NC(=O)C2CCCN(S(=O)(=O)c3ccc(-n4cnnn4)cc3)C2)cc1 (centres undefined)
#45 O=C1CCC(OCc2ccccc2)CCN1CC[C@@H](Sc1ccccc1)c1ccccc1 (some centres undefined)
#46 COCCN(C(=O)CC1C(=O)NCCN1Cc1ccc(-c2ccccc2)cc1)C(C)C (centres undefined)
#47 Cc1nc(C(=O)Nc2ccccc2)sc1C1(C)CC(c2cccnc2)=NO1 (centres undefined)
#48 Nc1cccc(C(=O)NCCNC(=O)c2cccc(N)c2)c1
#49 CCC(C)NS(=O)(=O)c1ccc(NC(=O)C(Sc2ccccc2)c2ccccc2)cc1 (centres undefined)
#50 CC(C)(C)c1cc(CN2CCOCC2)c(C(=O)O)o1
#51 CC(C)(C)NC(=O)C(c1ccccn1)N(C(=O)c1csnn1)C1CCCC1 (centres undefined)

assay / entry	41	42	43	44	45	46	47	48	49	50	51
aDG glyco act	0.1	-0.1	3.2	0.2	0.0	-0.3	-0.2	0.1	1.3	0.1	-0.1
hiPSC survival	-0.8	-1.0	-0.3	0.5	0.1	-0.3	-0.3	0.5	0.6	-1.9	1.6
Peg3 promoter	-1	9	21	-21	x	-6	-188	-7	46	12	-5
CF NFkB inh	5	-6	3	-2	x	-2	-11	-7	-2	-1	0
NR2E3 ag-1	2	3	1	1	x	3	3	-1	1	-9	-3
NR2E3 ag-2	-11	-8	-12	-12	-7	21	-62	-23	16	-9	-1
KKLEB tox	-2	4	19	18	x	-2	-2	6	18	4	1
TRPM1 prom inh	-6	3	13	-8	x	-3	-51	-7	7	3	1
HIF-2a inh	1	16	26	25	4	2	-230	12	16	1	-6
TWEAK Fn14 block	3	0	13	4	17	7	-41	10	41	8	5
Shn3 inh set2	-24	-4	57	-57	x	-21	-15	-11	26	9	-2
